HCV inhibitor = inhibitors of hepatitis C virus infection; Potency, µM (series often up to 41.8 µM), inactives show top-dose activity change, negative = inhibition, hits mostly inhibitors; 3.4% of 340,000 active; Huh7.5.1 HCVcc-Cre infection, luciferase reporter, 44 h; further: potency means the concentration at half of the fitted maximal effect
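After 44 h co-culture of compound, cells and HCVcc-Cre (~0.5 moi), substrate is added for 15 min at room temperature and luciferase measured over 15 sec. Cells were seeded at 1,000/well and pre-cultured 4 h.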
Sm TGR block = blocks Schistosoma mansoni thioredoxin glutathione reductase; Q962Y6; purified TGR, DTNB reduction, TNB absorbance 405 nm; Potency, µM (top dose mostly 114 µM), inactives show top-dose activity change, negative = inhibition, usual class: inhibitors; 3% of 360,000 active; AID 485364; further: potency means the concentration at half of the fitted maximal effect; nearly all actives have a fitted effect of over 60% in size
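Kinetic colorimetric format: TGR-catalysed, NADPH-driven DTNB reduction monitored via TNB absorbance. Enzyme dispensed at 20 nM; compound exposure 15 min at room temperature before reaction start.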
HCMV inh = blocks human cytomegalovirus replication; HFF cells, HCMV-luciferase reporter, 72 h; hits give low values; activity change, negative = inhibition, % at 57.5 µM; 4.5% of 410,000 active; AID 1259415; in the data active means activity change below about -60%; inconclusive means no clear call, values can overlap the other calls; inactive means above about -39%
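Human foreskin fibroblasts infected with luciferase-reporter HCMV at MOI 1 PFU/cell, compounds at two doses. Luciferase measured 72 h post infection; normalized to buffer-only basal and Salinomycin (10uM) controls.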
FBPA Giardia inh = inhibitors of Giardia lamblia fructose-1,6-bisphosphate aldolase | 0.71% of 290,000 active | Potency, µM (doses to about 59.6 µM), for the others: top-dose activity, negative = inhibition, actives largely listed as inhibitors | purified Giardia FBPA | AID 2451; further: potency means the concentration at half of the fitted maximal effect; nearly all actives have a fitted effect of over 55% in size
Target sequence (A8B2U2 whole entry, looked up): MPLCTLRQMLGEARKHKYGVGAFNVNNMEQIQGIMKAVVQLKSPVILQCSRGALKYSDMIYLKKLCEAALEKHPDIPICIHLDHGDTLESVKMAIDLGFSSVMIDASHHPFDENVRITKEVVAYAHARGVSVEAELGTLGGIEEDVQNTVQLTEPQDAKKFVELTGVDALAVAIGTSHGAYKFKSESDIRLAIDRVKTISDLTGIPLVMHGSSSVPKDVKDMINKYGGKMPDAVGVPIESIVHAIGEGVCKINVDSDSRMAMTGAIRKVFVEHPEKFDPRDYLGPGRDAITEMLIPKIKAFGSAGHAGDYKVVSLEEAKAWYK
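40 nM FBPA preincubated 10 min at RT with compound (up to 57.5 uM final), then substrate plus GAPDH/TPI/NAD/arsenate coupling and diaphorase/resazurin added. Fluorescence read after 20 min at RT, 525/598 nm.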
AmpC inh detg = inhibitors of E. coli AmpC beta-lactamase with detergent. P00811. AmpC hydrolysis of nitrocefin, absorbance 480 nm, 0.01% Triton. Potency, µM (doses to about 114 µM), for the others: top-dose activity change, negative = inhibition, hits mostly inhibitors. 0.041% of 370,000 active;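 further: potency means the concentration at half of the fitted maximal effect; 0% = no-compound wells and -100% = no-enzyme wells; nearly all actives have a fitted effect of over 25% in size; some results filed as inactive show a strong effect at the top dose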
Target sequence (P00811 whole entry, looked up): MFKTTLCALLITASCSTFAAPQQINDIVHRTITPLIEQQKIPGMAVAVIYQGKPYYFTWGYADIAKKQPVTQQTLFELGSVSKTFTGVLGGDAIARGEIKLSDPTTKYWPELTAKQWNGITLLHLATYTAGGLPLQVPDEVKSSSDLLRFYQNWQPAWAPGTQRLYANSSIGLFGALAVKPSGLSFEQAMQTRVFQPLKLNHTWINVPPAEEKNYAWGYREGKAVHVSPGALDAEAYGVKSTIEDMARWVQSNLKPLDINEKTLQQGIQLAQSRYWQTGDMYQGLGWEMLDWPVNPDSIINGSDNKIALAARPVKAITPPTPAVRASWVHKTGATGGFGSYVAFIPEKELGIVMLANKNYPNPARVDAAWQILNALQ
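20 mM phosphate pH 7.0 + 0.01% (detergent screen) or 0.0001% Triton X-100; 5.3 nM AmpC reagent; cpd preinc 15 min RT; nitrocefin (800 uM stock) to start; A480 q20 s × 4 min; Activity was normalised to no-enzyme and no-compound control wells.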
AMA1-RON2 inh = disrupts binding of P. falciparum AMA1 to RON2. AID 720542. 0.2% of 360,000 active. AlphaScreen AMA1-biotinylated RON2 peptide binding. Potency, µM (doses to about 58.2 µM), without a hit: at the top dose activity change, negative = inhibition, usual class: inhibitors;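 further: potency means the concentration at half of the fitted maximal effect; 0% = vehicle wells and -100% = peptide control; nearly all actives have a fitted effect of over 45% in size; some results filed as inactive show a strong effect at the top dose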
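AMA1 (3D7) with his tag at 25 nM final met compounds first, then biotinylated RON2 peptide at 25 nM; detection used donor plus acceptor beads, 10 µg/mL apiece, read by AlphaScreen after 30 min at room temperature.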
Active calls of the source: *; ? = inconclusive; . = no result given; & = joins results of further samples; [ ] = dose if it differs, or a comment. Unless noted, the call rests on the fitted dose curve; in most records, active means well fitted curve in the direction sought with a large enough effect; inconclusive means small, poorly fitted or top-dose-only effect, or another doubt; inactive means no such curve, though single readings can be large; an effect the other way counts as inactive or inconclusive. Unless noted, on the % scale 0 is the no-effect control and ±100 the full control effect.

SMILES	HCV inhibitor	Sm TGR block	HCMV inh	FBPA Giardia inh	AmpC inh detg	AMA1-RON2 inh
N#Cc1cnn2c3c(cnc12)C(=O)N1CCc2ccccc2C1C3 (stereo unspecified)	10%	2%	?	3%	6%	-12%
Cc1ccc(S(=O)(=O)N2CCN(CC(=O)N(CC(C)C)c3c(N)n(CC(C)C)c(=O)[nH]c3=O)CC2)c(C)c1	0%	6%	-35	-6%	?	17%
CC1CCN(CCC(=O)Nc2ccccc2)CC1	4%	-11%	12	4%	-3%	-23%
CCCN1C2CCCC1CC(NC(=O)c1ccccc1)C2 (stereo unspecified)	11%	9%	24	-7%	13%	0%
CCN(CC(=O)Nc1ccccc1C(F)(F)F)C(=O)CN1C(=O)NC2(CCCC2)C1=O	-9%	-9%	-11	.	-16%	6%
COc1ccc(-c2[nH]ncc2CN(C)CCc2c(C)n[nH]c2C)c(F)c1	0%	16%	-12	3%	12%	6%
CCOC(=O)N1CCN(C(=O)c2cc3cc(Br)ccc3oc2=O)CC1	9%	1%	-4	4%	?	20%
CN(CC(=O)Nc1c(Cl)cccc1Cl)C(=O)CNC(=O)c1ccco1	1%	-2%	0	.	-4%	-9%
CCN(CC)S(=O)(=O)c1cc(OC)c(Cl)cc1Cl	-6%	-20%	-10	5%	-3%	13%
COCCN=c1scc(-c2cccs2)n1/N=C(\C)c1ccco1	9%	?	-16	-8%	3%	2%
COc1cc(NC(=O)Cc2ccccc2)ccc1NC(=O)Cc1ccccc1	?	-35%	-16	0%	-12%	8%
CC(=O)C1=C(O)C(=O)N(Cc2ccccc2)C1c1ccc(Cl)cc1 (stereo unspecified)	2%	4%	-19	3%	-6%	-7%
COc1ccccc1C(=O)Nc1ccncc1	7%	-5%	-22	12%	-6%	8%
COc1cc(NC(=O)CSc2nc3ccccc3n2-c2ccccc2)c(C)cc1[N+](=O)[O-]	-20%	2%	-11	-3%	-4%	-23%
CCOc1ccc(CCNC(=O)COC(=O)c2sccc2C)cc1OCC	?	?	-14	.	-17%	5%
CCCCC(CC)CNC(=O)c1ccc2c(=O)n(CCOC)c(=O)[nH]c2c1 (stereo unspecified)	.	-6%	?	.	-7%	.
O=C(Cn1c(=O)c2cccn2c2ccccc21)NCCc1ccc(Cl)cc1	-3%	-1%	-7	.	-3%	-7%
CCOC(=O)c1cn[nH]c1N	?	2%	28	9%	-3%	-12%
COC(=O)c1nc(NC(=O)c2ccc(Br)cc2)n[nH]1	15%	?	81	0%	-5%	-13%
Cc1ccccc1S(=O)(=O)Cc1ccc(C(=O)NC2CCCC2)o1	-1%	-17%	-25	-3%	?	0%
O=S(=O)(c1ccc(C2CCCCC2)cc1)N1CCN(c2ncccn2)CC1	8%	6%	-27	0%	-1%	5%
CCN(CCCNC(=O)c1ccc(Sc2ccc(F)cc2)c(NC(C)=O)c1)c1ccccc1	.	0%	34	.	7%	.
Cn1nnnc1SCC(=O)c1c(N)n(C2CC2)c(=O)[nH]c1=O	-5%	-24%	-3	.	?	7%
CC1CCC2C(=O)N(c3ccc(NC4CCN(Cc5ccccc5)CC4)c([N+](=O)[O-])c3)C(=O)C2C1 (stereo unspecified)	-11%	3%	?	6%	6%	-7%
CC1(C)NC(=S)NC1=S	10%	.	-100*	.	.	9%

In the list so far, six contain an NH in an aromatic ring:
SMILES	HCV inhibitor	Sm TGR block	HCMV inh	FBPA Giardia inh	AmpC inh detg	AMA1-RON2 inh
Cc1ccc(S(=O)(=O)N2CCN(CC(=O)N(CC(C)C)c3c(N)n(CC(C)C)c(=O)[nH]c3=O)CC2)c(C)c1	0%	6%	-35	-6%	?	17%
COc1ccc(-c2[nH]ncc2CN(C)CCc2c(C)n[nH]c2C)c(F)c1	0%	16%	-12	3%	12%	6%
CCCCC(CC)CNC(=O)c1ccc2c(=O)n(CCOC)c(=O)[nH]c2c1 (stereo unspecified)	.	-6%	?	.	-7%	.
CCOC(=O)c1cn[nH]c1N	?	2%	28	9%	-3%	-12%
COC(=O)c1nc(NC(=O)c2ccc(Br)cc2)n[nH]1	15%	?	81	0%	-5%	-13%
Cn1nnnc1SCC(=O)c1c(N)n(C2CC2)c(=O)[nH]c1=O	-5%	-24%	-3	.	?	7%

Next section:
SMILES	HCV inhibitor	Sm TGR block	HCMV inh	FBPA Giardia inh	AmpC inh detg	AMA1-RON2 inh
C/C(N)=C(/C#N)C(=O)CSc1nnc(Nc2ccccc2)s1	-27%	18%	1	-15%	-5%	3%
Cc1ccc(NC(=O)C2CCN(c3cc(C)nc4c(-c5ccc(Cl)cc5)c(C)nn34)CC2)c(C)c1	.	2%	5	.	16%	.
CCc1ccc(N2CC(C(=O)NC3CCCCC3C)CC2=O)cc1 (stereo unspecified)	11%	6%	2	8%	-4%	-5%
COc1cccc(CNc2ncnc3c2nnn3C)c1	.	4%	-14	.	-4%	.
COc1ccc(NS(=O)(=O)c2cccc(C(=O)NNC(=O)c3ccc(Br)o3)c2)cc1	-12%	7%	3	.	?	81%[activator]
COC(=O)CCCNC(=O)c1ccc(OS(=O)(=O)c2cc([N+](=O)[O-])ccc2C)cc1	3%[8.37 µM]	4%	-20	.	0%	4%
NS(=O)(=O)c1ccc(CCNC(=O)CN2CCCCCC2)cc1	23%	-1%	-9	5%	-7%	3%
N#Cc1c(F)cccc1N1CCOCC1	12%	3%	-4	-17%	-9%	4%
Cc1c(C(=O)O)cccc1-c1ccc(C=O)o1	0%	-14%	20	-3%	?	1%
C[C@@H]1C[C@@H]2OC(=O)[C@]3(C)[C@H]2[C@@H](OC3(C)O)[C@]2(C)C(=O)C=C[C@H]12 (stereo partly specified)	-4%	?	23	14%	-3%	-1%
CCOC(=O)c1c(C)[nH]c(C)c1S(=O)(=O)N(C)Cc1ccco1	14%	4%	-35	14%	-2%	-22%
CC(C)CCN(C(=O)c1ccc(N2CCCC2=O)cc1)c1c(N)n(Cc2ccccc2)c(=O)[nH]c1=O	-3%[8.37 µM]	0%	-16	.	?	-1%
COc1ccc(/C(=N/Nc2ncnc3ccccc23)C(=O)O)cc1	3%	-13%	87	?	-10%	52%[activator]
Cc1ccc(C(=O)Nc2ccc(Nc3ccccc3)cc2)cc1C	?	.	-21	.	.	-9%
CCOC(=O)C1CCCN(Cc2ccc(OC)cc2OC)C1 (stereo unspecified)	6%	4%	12	-13%	0%	-15%
O=C(C1CCCCC1)N1CCN(S(=O)(=O)c2cccc([N+](=O)[O-])c2)CC1	10%	-17%	-19	.	-8%	-6%
CCCCC(C(=O)OCC)C(N)Cc1ccc(F)cc1 (stereo unspecified)	8%	-8%	7	-4%	0%	6%
O=C(N/N=C/c1ccc(OC(=O)c2ccco2)cc1)c1ccncc1	11%	-23%	1	-1%	-8%	-4%
CCOC(=O)N1CCC2(CC1)OC(=O)C(C)=C2C(=O)NCc1cccc(F)c1	.	4%	0	.	15%	.
CC1(C)Nc2ccccc2N(CCC(=O)N2CCOCC2)C1=O	10%	-1%	96	1%	?	9%
COc1ccccc1NC(=O)Nc1nnc(C(C)C)s1	-7%	-2%	8	1%	-1%	-9%
Nc1ccc(CCNc2ncnc3c2ncn3[C@@H]2O[C@H](CO)[C@@H](O)[C@H]2O)cc1	15%	.	?	.	.	1%
COc1ccc(-c2cc(-c3ccccc3)nc3ncnn23)cc1	-6%	8%	-17	6%	1%	2%
O=c1[nH]cnc2c1sc1nc(C(F)F)cc(-c3ccccc3)c12	?	-6%	14	.	-1%	15%
CC1(C)CC(=O)C2=C(C1)N(N1CCOCC1)C(N)=C(C#N)C2c1cccs1 (stereo unspecified)	33%[activator]	-15%	30	0%	-5%	-8%

Continuation:
SMILES	HCV inhibitor	Sm TGR block	HCMV inh	FBPA Giardia inh	AmpC inh detg	AMA1-RON2 inh
COc1ccc(CN2C(=O)c3ccccc3C(/C=N/OCc3ccc(Cl)cc3)C2=O)cc1 (stereo unspecified)	-19%	6%	-25	-25%	-13%	-6%
Cc1ccc(S(=O)(=O)N2CC(C)N(C(=O)N3CCOCC3)C2C)cc1 (stereo unspecified)	-14%	4%	5	-3%	3%	-1%
COc1cc(C(=O)NCC2(c3ccccc3)CCCC2)ccc1OC(C)C	-15%	0%	0	-2%	0%	-5%
COc1ccc(C)cc1N(C(=O)COc1ccccc1)c1nc2ccccc2s1	-1%	3%	69	0%	-6%	-9%
COc1ccc(NC(=O)CN2CCC(Cc3ccccc3)CC2)cc1S(=O)(=O)N1CCOCC1	?	-3%	?	9%	?	1%[11.6 µM]
O=C(COC(=O)CSc1ccc(F)cc1)NC1CCCCCC1	1%	-2%	36	.	5%	-2%
CC1CCCN(C(=O)CNC(=O)c2sc3ccccc3c2Cl)C1 (stereo unspecified)	?	0%	1	.	1%	-6%
COc1cc(OC)c(NC(=O)N2CCN3CCCCC3C2)cc1Cl (stereo unspecified)	.	8%	-4	.	15%	.
CCC(C(=O)N1CCOCC1)n1nc(C)c2c(C)n(-c3ccccc3)nc2c1=O (stereo unspecified)	18%	3%	0	.	-2%	-5%
CCOC(=O)Nc1ccc2c(c1)N(C(=O)OCCN(C)C)c1ccccc1CC2	-20%&-5%	-7%&-11%	-19&1	-14%&-16%	?	-1%&-2%
CC1CCN(C(=O)CSc2c(C(C)C)cnc3c2c(=O)n(C)c(=O)n3C)CC1	.	2%	?	.	-8%	.
CCOC(=O)c1c(NC(=O)/C=C/c2ccc(C)o2)sc(C)c1C	?	0%	21	-1%	3%	-10%
O=C(CN1CCN(C(=O)c2cccs2)CC1)NC1CCCCC1	5%	6%	8	9%	1%	10%
CCOc1ccc(Oc2nc(NCC(C)C)nc(NC(C)(C)C)n2)nn1	.	9%	12	.	15%	.
COC(=O)C1CCCCN1C(=O)c1cc(COc2cccc3cccnc23)on1 (stereo unspecified)	-10%	-28%	-5	.	-8%	2%
CCCOc1ccc(C(=O)CCCC(=O)c2ccc(OCCC)cc2)cc1	-4%	1%	7	-3%	-17%	3%
CCN(CC(=O)NCc1cccs1)CC(=O)Nc1cccc(S(N)(=O)=O)c1	11%	-3%	13	.	-9%	23%
CC(C)(C)c1cc(-c2n[nH]c(=S)n2-c2ccc(Cl)cc2)n[nH]1	8%	-1%	-29	8%	2%	59%[activator]
Cc1oc2ncn(C)c(=O)c2c1C(=O)NCc1ccccc1	.	0%	8	.	2%	.
Cn1nc(C(=O)Nc2sc3c(c2C#N)CCCC3)ccc1=O	18%	5%	56	-3%	6%	-10%
Cn1ncc2c(N3CCCCC3)nc(NCCCO)nc21	1%	2%	11	-3%	7%	-1%
C/C=C(\C)CN1CCCC(N(C)CCc2ccc(OC)c(OC)c2)C1 (stereo unspecified)	-2%	7%	4	7%	-10%	5%
COc1ccccc1NC(=O)Nc1cc(NC(=O)Nc2ccccc2OC)c(C)nc1C	-4%	1%	?	-1%	?	7%
O=C(Nc1ccccc1F)c1ccc2c(c1)CCN2S(=O)(=O)c1ccccc1	?	5%	-8	-2%	?	0%
COCCNC(=O)c1onc(CSc2cccc(Cl)c2)c1C(=O)O	37%[activator]	1%	11	12%	-11%	0%
CCOC(=O)c1c(-c2ccccc2)c2cc(OC)ccc2n1CCCN(C)C	14µM*	1%	7	-23%	?	-14%
CC1CCN(C(=O)c2ccc(CSc3nc4ccncc4n3Cc3ccc(F)cc3)cc2)CC1	?	-9%	?	0%	?	-3%

Bioassay records: PubChem BioAssay, National Center for Advancing Translational Sciences (NCATS)
